# SDO1 yeast rescue = compounds rescuing growth of sdo1-depleted yeast, bone marrow failure model | hit rate 0.21% among 140,000 | z-score at 10 µM | S. cerevisiae sdo1-depleted JHY4D growth rescue, OD600 30 h; stronger effect = higher value; pdr5 snq2 efflux-pump mutant strain;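 active = z-score above 3 at both the 24 hr and the 30 hr optical density reads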;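 also: z-score against mean and SD of all compound wells on the same plate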
# INS promoter inh = TRM-6 insulin promoter activity inhibition | inhibition, % at 2 µM | hit rate 0.9% among 130,000 | AID 1273 | TRM-6 cells (human fetal islet line), insulin promoter-eGFP reporter, imaging; reporter expression induced with tamoxifen;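 active = inhibition above the mean plus 3 SD, with well images judged a real hit on visual review, cut at about 60% in these data, passing the limit was not always enough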
# SDO1 yeast rescue Rescue 24 h = also measured in SDO1 yeast rescue; calls as there; z-score; S. cerevisiae sdo1-depleted JHY4D growth rescue, OD600; measured here: growth rescue at 24 h;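 0 is the plate mean of compound wells and units are plate SD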
# The depositor's hits bear a star; / = no result given; [ ] = another dose, or the depositor's remark.
SMILES,SDO1 yeast rescue,SDO1 yeast rescue Rescue 24 h,INS promoter inh
CC(=O)c1c(C)[nH]c(C(=O)N2CCN(C(=O)c3ccco3)CC2)c1C,-0.36,-0.93,-1
CCc1cccc(CC)c1N(COC)C(=O)Cn1c(CO)nc2ccccc21,0.5,0.49,10
COc1ccc(NC(=O)/C(=C\c2cccnc2)NC(=O)c2cccs2)cc1,-0.94,-2.1,/
COc1c(S(=O)(=O)n2nc(C)cc2C)ccc(Cl)c1Cl,-1.3,-1.1,13
Cc1cc(C)n(-c2ccc(C(=O)OCC(=O)Nc3ccc(Cl)cc3[N+](=O)[O-])cc2)n1,0.05,0.79,16
C/C(=N\NC(=O)c1cccnc1)c1c(O)cc(C)oc1=O,0.49,0.05,-29
COCCN1C(=O)C(=O)/C(=C(/O)c2cccc(S(=O)(=O)N(C)C)c2)C12C(=O)N(C)c1ccccc12 (stereo not given),0.85,-0.14,14
CCOc1cc(C2NN=C(c3ccccc3)S2)ccc1OCc1ccccc1Cl (stereo not given),-0.62,-0.12,/
CCOC(=O)c1cc(OC(=O)c2cccc([N+](=O)[O-])c2)n(-c2ccccc2)n1,1.5,1.4,47
Cc1sc2ncnc(SCC(=O)N3CCC(c4noc5ccc(F)cc45)CC3)c2c1C,-1.6,-0.87,47
COc1ccc(C2Nc3ccccc3C(=O)N2c2ccc(F)cc2)cc1Cn1nnc2ccccc21 (stereo not given),-1,-1.3,13
Cc1ccc(C(NC(=O)NC(C)c2ccccc2)C(Cl)(Cl)Cl)cc1F (stereo not given),-0.09,0.23,/
CCOC(=O)N1CCN(C(=O)Nc2ccc3nccnc3c2)CC1,1.3,1.4,74
COc1cccc(C2C=C(c3ccc(OC)cc3OC)Nc3nnnn32)c1 (stereo not given),-0.68,-0.12,7
Cc1cc2n(n1)SC(Nc1cccc3ccccc13)N2 (stereo not given),-0.75,-0.31,-22
CC(=O)Nc1ccc(NC(=O)CSC2=NCCS2)cc1,1.2,-0.34,/
COc1ccc(CNC(=O)CSCc2c(F)cccc2Cl)cc1,/,/,22
COCCNC(=O)/C(C#N)=C/c1cccc(/C=C(\C#N)C(=O)NCCOC)c1,-1.3,-1.1,3
Cc1ccc(S(=O)(=O)/C=C2\NC(=O)CS2)cc1,1.2,0.28,-51
Cc1[nH]nc(-c2ccc(O)cc2O)c1-c1nc2ccccc2s1,/,/,-38

# Whole records, quoted from the list. Values in the order: SDO1 yeast rescue, SDO1 yeast rescue Rescue 24 h, INS promoter inh
# `CCOc1cc(C2NN=C(c3ccccc3)S2)ccc1OCc1ccccc1Cl` (stereo not given) in the list: -0.62, -0.12, /
# `COCCNC(=O)/C(C#N)=C/c1cccc(/C=C(\C#N)C(=O)NCCOC)c1` in the list: -1.3, -1.1, 3

# Going on with the list.
SMILES,SDO1 yeast rescue,SDO1 yeast rescue Rescue 24 h,INS promoter inh
O=C(Cn1cnc2c(nnn2Cc2ccc(F)cc2)c1=O)NCc1ccc2c(c1)OCO2,0.93,0.94,-19
CC(C)Oc1ccc(C(=O)Nc2ccc(NC(=O)c3ccco3)c(Cl)c2)cc1,-0.01,0.93,69
Nc1c2c(nc3ccc(Br)cc13)N(C1CCCCC1)CC2,/,/,22
Clc1ccc(N2CCN(c3cnc4ccccc4n3)CC2)cc1,-0.86,0.62,-7
CC(=O)C1=C(C)NC2=C(C(=O)CC(C)(C)C2)C1C (stereo not given),/,/,36
O=S(=O)(NC1c2cccc3cccc(c23)C1N1CCNCC1)c1ccccc1 (stereo not given),0.38,0.6,/
CCOC(=O)Oc1ccc2c(c1)C(C)=CC(C)(C)N2C(=O)OCC,-0.38,-0.39,50
COc1ccc(NC(=O)C2CC(=O)N(C)C(=Nc3ccc4c(c3)OCO4)S2)cc1 (stereo not given),-0.99[6.5 µM],-0.59,-56
CCC(Sc1nc2cc3c(cc2c(=O)n1Cc1ccco1)OCO3)C(=O)NCCOC (stereo not given),0.43,0.49,-3
O=C(/C=C/c1ccccc1Cl)N(c1ccccn1)C1CCCCC1,-0.24,0.12,/
Cc1c(C(=O)NCCN2CCOCC2)oc2ccccc12,0.43,-0.43,-9
CCOc1ccc2[nH]c(=O)c(CN(CCc3ccccc3)C(=O)N3CCOCC3)cc2c1,0.02,-0.18,27
Cc1ccc(S(=O)(=O)N/N=C\c2cc3c(cc2Br)OCO3)cc1,0.3,0.21,43
CC1=NN(C(=O)c2ccccc2Br)C(O)(c2cccnc2)C1 (stereo not given),1.2,1.1,/
CC(C)(C)NS(=O)(=O)c1ccc(NC(=O)Cc2ccccc2[N+](=O)[O-])cc1,/,/,-39
Cc1ccc(-c2c[n+](CC(=O)OCc3ccccc3)c3n2CCC3)cc1,0.47,-0.34,43
COc1ccc(C2CC2/C(=N/O)c2ccccn2)cc1 (stereo not given),/,/,9
O=C(Cc1ccccc1)NCC(=O)OCC(=O)c1ccc(OC(=O)c2ccccc2)cc1,0.4,1.9,14
COc1ccc(NCC(=O)N/N=C/c2ccc3c(c2)OCCO3)cc1,-0.03,-1,/
O=C(Cn1cnc2c(nnn2Cc2ccc(F)cc2)c1=O)Nc1cccc(F)c1,/,/,37
Cc1ccc(C)c(OCCCN2CCCC2)c1,0.95,1.1,-93
Cc1csc(NC(=O)C2=NN(c3ccccc3)C(=O)CC2)n1,/,/,6
Cc1cnc(NC(=O)CSc2nnc(CNc3ccc(F)cc3)n2CC2CCCO2)s1 (stereo not given),2.2,0.73,/
COc1ccc(C(=O)Cn2nnc(-c3ccccc3F)n2)cc1,0.11,-0.23,-71
COCCCNC(NC(=O)c1ccc(Br)cc1)C(Cl)(Cl)Cl (stereo not given),1.2,1.5,/
Cc1noc(NS(=O)(=O)c2ccc(N/C=C/C(=O)c3ccncc3)cc2)c1C,1.2,0.44,3
CC1Cc2nc(SCC(=O)N3CCCc4ccccc43)n(C)c(=O)c2S1 (stereo not given),-0.71,-0.54,/
Cc1cccc(N2C(=O)c3cccnc3C2=O)c1,0.15,-0.04,11
Cc1cc(OCCn2ccnc2)cc(C(C)C)c1,0.7,0.03,-23
Cc1nc(SCc2ccc([N+](=O)[O-])cc2)nc2ccccc12,-0.82,0.49,-4
COc1ccc(Cl)cc1NC(=O)CN1CCCCCC1,/,/,-106
CCOC(=O)c1cnc2c(N=Nc3cccc(Cl)c3)c(N)nn2c1N,-1.1,-0.51,0
Cc1nn(C2CCS(=O)(=O)C2)c(Cl)c1/C=C/C(=O)OCC(=O)c1cc(C)n(-c2ccc(F)cc2)c1C (stereo not given),0.64,0.59,17
CCNc1nc(C(=O)O)nc(N2CCOCC2)n1,/,/,33
Cc1c(Cl)cccc1NC(=S)NCc1ccccc1,/,/,7
CCOc1ccc2nc3c(cc2c1)CN(CCCO)C(=NCCOC)S3,-0.7,-0.57,-25
Cc1cc2nccc(-c3cccnc3)n2n1,/,/,45
COc1ccc(NC(=S)Nc2ccc3nc(C)c(C)nc3c2)cc1,-0.19,-0.13,/
CCOc1ccc(N(CC(=O)N2CCC(Cc3ccccc3)CC2)S(C)(=O)=O)cc1,/,/,11
CCC(=O)O[C@]1(C(=O)CCl)[C@@H](C)C[C@H]2[C@@H]3CCC4=CC(=O)C=C[C@]4(C)[C@@]3(F)[C@@H](O)C[C@@]21C,0.54,1.1,-45
CCc1ccc(NC(=O)Cn2nnc(C(=O)NCc3cccs3)c2N)cc1,/,/,18
O=C(CNC(=O)c1ccco1)NCC(=O)OCc1cccc(C(=O)Oc2ccccc2)c1,-0.61,-0.65,-24
COc1ccc(C2c3c(ncn(CCN4CCOCC4)c3=N)Oc3ccc4ccccc4c32)cc1OC (stereo not given),0.8,-0.19,-18
Cc1ccc(CNc2oc(-c3ccco3)nc2C#N)cc1,-0.96,-0.55,29
CCS(=O)(=O)N1CCCC(C(=O)NCc2cccc(OC)c2)C1 (stereo not given),0.7,0.8,-75
Cc1ccc2nc(NC(=O)Cn3nc(C)c([N+](=O)[O-])c3C)sc2c1,-0.15,-0.07,37
Cc1ccc(NC(=O)Nc2ccccc2)cc1[N+](=O)[O-],-0.01,-1,13
O=C(CC(SCCO)c1ccc2c(c1)OCO2)c1cccs1 (stereo not given),-0.19,0.07,/
COC(=O)C(C#N)C(=C1C(=O)CC(C)(C)CC1=O)c1ccc(O)cc1 (stereo not given),0.26,-0.34,-22
COc1ccc(C2CC(C(F)(F)F)n3nc(C(=O)O)c(Br)c3N2)cc1 (stereo not given),0.85,0.32,50
COc1ccc(CCNC(=O)C23CN(Cc4ccccc4)CC2C(c2ccc([N+](=O)[O-])cc2)=NO3)cc1 (stereo not given),-0.94,-0.98,-50
Cc1c(NS(=O)(=O)c2ccc(Br)s2)c(=O)n(-c2ccccc2)n1C,0.48,-0.18,-5
OCCCCNCc1ccc(OCc2ccccc2Cl)cc1,-1.4,-1,16
CCCCNC(=O)CNC(=S)N(Cc1ccc(C)cc1)Cc1ccco1,/,/,-58
COc1cc(C(=O)NC(=S)Nc2cccc(-c3cc4ccccc4oc3=O)c2)cc(OC)c1OC,-0.55,0.47,-7
Cc1cc(C)nc(SCC(=O)N2CCCCC2)n1,0.3,-0.5,/
CN(C1CCS(=O)(=O)C1)S(=O)(=O)c1cccc2nsnc12 (stereo not given),0.7,0.01,31
Cc1c(NC(=O)CN2C(=O)C3C4C=CC(C4)C3C2=O)c(=O)n(-c2ccccc2)n1C (stereo not given),-0.11,-0.94,19
Clc1ccc(OCc2nn3c(-c4ccco4)nnc3s2)cc1,-0.83,-0.19,18
Cc1ccc(CC2S/C(=C(/C#N)C(=O)NCc3ccco3)N(c3ccccc3)C2=O)cc1 (stereo not given),0.83,1.4,/
# (further entries)
SMILES,SDO1 yeast rescue,SDO1 yeast rescue Rescue 24 h,INS promoter inh
Cc1ccc(NS(=O)(=O)c2ccccc2)c2c1CC(C)(C)O2,1.1,0.53,-3
CN(C)CCCn1c(NC(=O)C2CCCCC2)nc2ccccc21,0.37,0.9,18
O=C(NCC1CCCO1)C1CCN(S(=O)(=O)c2cccc3nonc23)CC1 (stereo not given),0.54,0.12,58
CCCCn1nc2cc(C(=O)NCC3CC3)ccc2c1OCC,-0.75,-0.89,/
CCOC(=O)c1c(C)[nH]sc1=S,0.24,-0.06,-73
COc1cccc(OC)c1OCCOCCn1cnc2ccccc2c1=O,1.6,1.9,24
CC(=O)NC(CCCN1C(=O)c2ccccc2C1=O)c1nnn(C)n1 (stereo not given),0.93,0.86,-50
COc1cc(OC)c(C(=O)OC(C)C(=O)Nc2cccc(C(F)(F)F)c2)cc1OC (stereo not given),0.17,0.49,18
Cc1ccc(S(=O)(=O)N2CCN(Cc3ccsc3)CC2)cc1,/,/,0
COC(=O)/C(=C/Nc1cccc2ccccc12)[N+](=O)[O-],1.1,0.95,55
CCOC12NC(=O)CC(=O)N1C(c1ccccc1)=CS2 (stereo not given),-1.3,-1.1,-26
O=C(Nc1ccccn1)C1(c2ccccc2)CCCC1,0.61,-0.04,-18
Cc1ccccc1CN1C(=O)C2(OCCCO2)c2ccccc21,0.27,0.36,/
O=C(CSc1nc2cccnc2n1Cc1ccccc1)N1CCc2ccccc21,/,/,13
COc1cccc(NC(=O)c2cnsn2)c1,0.37,0.35,39
CC12CCC(C(=O)Nc3cc(Cl)ccc3Cl)(C(Br)C1=O)C2(C)C (stereo not given),-0.75,-0.37,3
CCC(C)NC(=O)CS(=O)Cc1nc(-c2cccc(C)c2)oc1C (stereo not given),0.57,-0.03,/
O=C(NCCCc1ccccc1)C1CC(=O)N(c2ccc3c(c2)OCCO3)C1 (stereo not given),0.09,0.44,-31
CCCn1nc(NC(=O)c2ccco2)c2cc3ccccc3nc21,/,/,63
CCc1nc(SCC(=O)OC(C)C)c2ccccc2n1,/,/,-25
N#Cc1cc(Oc2ccccc2)c(-n2nnc3ccccc32)cc1C#N,-0.2,-0.12,52
CCN(CC)c1ccc(NC(=O)c2ccccc2)cc1S(=O)(=O)Nc1ccccc1OC,-0.79,-1,5
CCOC(=O)c1c(C)n(C)c2ccc(O)c(CN(C)C)c12,2.5,0.25,/
COc1ccccc1/C=N/NC(=O)c1ccc(NC(=O)c2cccc([N+](=O)[O-])c2)cc1,/,/,29
CC1CCN(C(=O)c2ccc(N(C)S(C)(=O)=O)cc2)CC1,0.18,-0.11,-39

# Structures listed so far that have fluorine:
SMILES,SDO1 yeast rescue,SDO1 yeast rescue Rescue 24 h,INS promoter inh
Cc1sc2ncnc(SCC(=O)N3CCC(c4noc5ccc(F)cc45)CC3)c2c1C,-1.6,-0.87,47
COc1ccc(C2Nc3ccccc3C(=O)N2c2ccc(F)cc2)cc1Cn1nnc2ccccc21 (stereo not given),-1,-1.3,13
Cc1ccc(C(NC(=O)NC(C)c2ccccc2)C(Cl)(Cl)Cl)cc1F (stereo not given),-0.09,0.23,/
COc1ccc(CNC(=O)CSCc2c(F)cccc2Cl)cc1,/,/,22
O=C(Cn1cnc2c(nnn2Cc2ccc(F)cc2)c1=O)NCc1ccc2c(c1)OCO2,0.93,0.94,-19
O=C(Cn1cnc2c(nnn2Cc2ccc(F)cc2)c1=O)Nc1cccc(F)c1,/,/,37
Cc1cnc(NC(=O)CSc2nnc(CNc3ccc(F)cc3)n2CC2CCCO2)s1 (stereo not given),2.2,0.73,/
COc1ccc(C(=O)Cn2nnc(-c3ccccc3F)n2)cc1,0.11,-0.23,-71
Cc1nn(C2CCS(=O)(=O)C2)c(Cl)c1/C=C/C(=O)OCC(=O)c1cc(C)n(-c2ccc(F)cc2)c1C (stereo not given),0.64,0.59,17
CCC(=O)O[C@]1(C(=O)CCl)[C@@H](C)C[C@H]2[C@@H]3CCC4=CC(=O)C=C[C@]4(C)[C@@]3(F)[C@@H](O)C[C@@]21C,0.54,1.1,-45
COc1ccc(C2CC(C(F)(F)F)n3nc(C(=O)O)c(Br)c3N2)cc1 (stereo not given),0.85,0.32,50
COc1cc(OC)c(C(=O)OC(C)C(=O)Nc2cccc(C(F)(F)F)c2)cc1OC (stereo not given),0.17,0.49,18

# Screening data (PubChem)
